Compound activity from PubChem.
DAX1 inh-1 – DAX1 (NR0B1) inhibitors, primary screen, cell-based, HEK293, Gal4-DAX1, luciferase luminescence | HEK293 Gal4-DAX1 luciferase reporter | hit rate 0.99% among 340,000 | Nuclear receptor subfamily 0 group B member 1 (Homo sapiens), P51843 | AID 504766, 2011 | inhibition, % at 6.75 µM;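 active = inhibition above the mean over all tested compounds plus 3 SD, cut at about 4.2% in these data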;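 also: 0% = DAX1-transfected cells with DMSO and 100% = empty-vector control cells with DMSO; inhibition shows as a rise in luminescence from relieved DAX1 repression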
ssDAF-12 act – S. stercoralis DAF-12 nuclear receptor activators, primary screen, cell-based, luminescence, HEK293, GRIP1 co-expression, lit1-tk-luc | Nuclear hormone receptor DAF-12 (Strongyloides stercoralis) | HEK293 ssDAF-12/GRIP1 lit1-tk-luc reporter; % of 3 µM dafachronic acid response | activation, % at 6.8 µM | hit rate 1% among 370,000 | AID 652126, 2013;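 active = activation above the mean over all tested compounds plus 3 SD, cut at about 0.9% in these data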;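 also: 0% = DMSO-only wells and 100% = 3 µM delta7-dafachronic acid wells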
hgDAF12 agonist – H. glycines DAF-12 receptor agonists, primary screen, cell-based, luminescence, HEK293, GAL4 fusion, UAS-luciferase. Nuclear hormone receptor DAF-12 (Heterodera glycines), GAL4 fusion. HEK293 GAL4-hgDAF12 UAS-luciferase reporter, agonist luminescence; normalized to butyrate control. activation, % at 6.8 µM. hit rate 1.8% among 370,000. AID 687014, 2013;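 active = activation above a cutoff set at the mean of all screened compounds plus 3 SD, cut at about 10% in these data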;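 also: 0% = DMSO wells and 100% = sodium butyrate wells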
NPR2 activator – human GC-B receptor activators, primary screen, HEK293 GC-B cells, cGMP TR-FRET, EC30 CNP; Atrial natriuretic peptide receptor 2 (Homo sapiens), P20594; 0% at EC30 CNP, 100% saturating CNP; activation, % at 10 µM; hit rate 0.11% among 370,000;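 active = activation at 10 µM reaching about 35% in either raw or pattern-adjusted values, limit read from the data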
Target sequence (P20594 whole entry, looked up): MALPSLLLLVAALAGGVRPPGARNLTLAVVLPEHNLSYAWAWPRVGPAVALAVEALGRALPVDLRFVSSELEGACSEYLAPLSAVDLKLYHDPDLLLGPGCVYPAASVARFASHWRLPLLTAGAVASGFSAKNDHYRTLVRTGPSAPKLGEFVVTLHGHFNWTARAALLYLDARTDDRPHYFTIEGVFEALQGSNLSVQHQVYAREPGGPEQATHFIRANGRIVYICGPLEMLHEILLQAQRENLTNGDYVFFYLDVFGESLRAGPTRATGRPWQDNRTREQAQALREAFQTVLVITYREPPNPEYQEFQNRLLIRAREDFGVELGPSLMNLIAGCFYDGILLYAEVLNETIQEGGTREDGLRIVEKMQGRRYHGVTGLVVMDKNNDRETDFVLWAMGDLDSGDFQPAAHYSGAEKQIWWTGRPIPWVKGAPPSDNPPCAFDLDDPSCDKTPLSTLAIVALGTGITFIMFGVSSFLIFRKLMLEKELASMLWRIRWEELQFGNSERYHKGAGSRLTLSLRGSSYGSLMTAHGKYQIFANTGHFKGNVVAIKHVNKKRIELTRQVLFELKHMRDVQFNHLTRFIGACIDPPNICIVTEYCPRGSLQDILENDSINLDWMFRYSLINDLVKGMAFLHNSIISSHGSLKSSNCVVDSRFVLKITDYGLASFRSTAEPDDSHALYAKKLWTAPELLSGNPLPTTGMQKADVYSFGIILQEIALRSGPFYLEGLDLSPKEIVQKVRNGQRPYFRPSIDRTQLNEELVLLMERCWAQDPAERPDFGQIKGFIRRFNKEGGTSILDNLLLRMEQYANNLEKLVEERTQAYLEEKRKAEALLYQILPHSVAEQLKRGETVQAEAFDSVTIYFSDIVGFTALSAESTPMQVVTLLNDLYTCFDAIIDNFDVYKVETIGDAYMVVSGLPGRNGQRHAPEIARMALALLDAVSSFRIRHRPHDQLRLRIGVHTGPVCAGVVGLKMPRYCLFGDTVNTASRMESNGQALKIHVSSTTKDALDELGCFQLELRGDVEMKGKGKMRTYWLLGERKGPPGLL
SMARCA2 act – SMARCA2 (BRM) function activators, primary screen, cell-based, luminescence, high throughput | MG213 cells, MMTV-luciferase reporter, dexamethasone, overnight | activation, % at 9.1 µM | hit rate 1% among 370,000; in the data active = activation above about 7.8%;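 also: 0% = vehicle wells and 100% = reference activator wells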
GAA850 FXN act – FXN promoter activators, primary screen, cell-based, luciferase luminescence, HEK293 lucGAA850; HEK293 lucGAA850 FXN promoter luciferase reporter, 24 h; percent of 10 µM SAHA response; activation, % at 6 µM; hit rate 0.56% among 360,000;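 active = activation above the average of all compounds screened plus 3 SD, cutoff fixed separately per campaign, cut at about 7.5% in these data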;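 also: 0% = DMSO wells and 100% = 10 µM SAHA wells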
NPR1 activator – GC-A stimulated cGMP production enhancers – HEK293 GC-A cells, cGMP TR-FRET, EC30 ANP, primary screen. Atrial natriuretic peptide receptor 1 (Homo sapiens), P16066. 0% at EC30 ANP, 100% saturating ANP. activation, % at 10 µM. hit rate 0.14% among 370,000. AID 1671463, 2021; in the data active = activation above about 40%
proKLK7 act – proKLK7 zymogen activators, primary screen, biochemical, fluorescence intensity; purified proKLK7, EDANS-DABCYL substrate fluorescence; 100% is mature enzyme control, 0% vehicle; hit rate 0.9% among 370,000; activation, % at 7 µM;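 active = activation above the mean of all tested compounds plus 3 SD, computed per campaign excluding outliers beyond control limits, cut at about 13% in these data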
HGIII-sPLA2 inh – human group III sPLA2 inhibitors, primary screen, biochemical, QFRET, BODIPY PC-A2 liposome substrate; Group 3 secretory phospholipase A2 (Homo sapiens), Q9NZ20; QFRET BODIPY PC-A2 liposome hydrolysis, fluorescence; inhibition, % at 12.2 µM; hit rate 0.56% among 370,000;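 active = inhibition above mean plus 3 SD of compounds lying within the high and low control bounds, cut at about 19% in these data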;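 also: 0% = median of test compound wells and 100% = no enzyme DMSO wells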
hcDAF-12 act – H. contortus DAF-12 nuclear receptor activators, primary screen, cell-based, luminescence, HEK293, lit1-tk-luc reporter | hit rate 1.4% among 370,000 | AID 652067, 2013 | HEK293 hcDAF-12 lit1-tk-luc reporter; 0% DMSO, 100% Δ7-dafachronic acid | activation, % at 6.8 µM;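 active = activation above the mean of all tested compounds plus 3 SD, cut at about 5.5% in these data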;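 also: 100% = response to 3 µM Δ7-dafachronic acid high control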
DAX1 inh-2 – DAX1 (NR0B1) inhibitors on StAR promoter, primary screen, cell-based, luminescence, SF-1 (NR5A1), full-length DAX-1 | HEK293T StAR-luciferase reporter, SF-1/DAX-1 repression relief | inhibition, % at 6.8 µM | hit rate 1.1% among 370,000 | AID 652010, 2013;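 active = inhibition above the mean over all tested compounds plus 3 SD, cut at about 3.6% in these data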;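 also: 0% = DAX-1 cells with DMSO and 100% = cells lacking DAX-1 with DMSO; higher inhibition means more luminescence from relief of DAX-1 repression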
Active calls of the source: *; x = not tested or not shown.

SMILES	DAX1 inh-1	ssDAF-12 act	hgDAF12 agonist	NPR2 activator	SMARCA2 act	GAA850 FXN act	NPR1 activator	proKLK7 act	HGIII-sPLA2 inh	hcDAF-12 act	DAX1 inh-2
O=c1c(Cl)c(Nc2cccc(Cl)c2)cnn1-c1nc2ccccc2s1	2.6	-0.3	4.4	15	-2	-4.0	9	-0.8	2	5.9*	3.3
Cc1ccc(-c2n[nH]c(=S)n2/N=C/c2c(C)nn(-c3ccccc3)c2C)cc1	-1.4	-1.1	0.1	5	6	2.4	-4	-0.1	-2	1.6	0.1
Cc1ncsc1CCOC(=O)c1ccccc1	1.1	-0.8	-1.6	0	-1	3.6	2	0.7	5	-1.3	0.5
CCOc1ccc(C(=O)N[C@H](C(=O)Nc2ccccc2OC)C(C)C)cc1	-0.4	-1.1	-1.3	-7	4	-1.4	-2	-0.6	-4	-2.4	-0.3
COc1ccnc(Oc2ccc(F)cc2)c1C(=O)N/C=N/OCc1cccc(F)c1	0.7	-1.4	2.7	1	-3	-1.3	3	-0.2	-2	0.0	-1.4
COc1c(Br)cc(Br)cc1/C=C1/C(=O)N=C(N)N1C	-0.7	0.3	-3.5	-3	-3	0.1	-11	0.3	-1	0.5	-0.1
COc1ccccc1/C=C/C(=O)NNC(=O)c1cc(C)oc1C	-0.2	-0.7	1.8	-1	-1	0.0	0	1.9	-2	1.7	1.7
CCn1c(COc2ccc(Cl)cc2)nnc1SCC(=O)Nc1ccc2c(c1)OCCO2	1.7	-1.2	-0.7	3	0	-0.5	0	0.3	-3	-0.7	0.4
CCCS(=O)(=O)Nc1c(C(=O)OC)[nH]c2ccccc12	-1.0	-0.8	1.1	-4	1	-0.9	-4	-0.5	0	10*	0.2
CCCCN(C)CCNC(=O)CN1C(=O)CSc2ccc(S(=O)(=O)N3CCCCC3)cc21	0.6	-1.2	3.0	0	6	-1.1	-5	-0.1	-2	-0.1	3.0
Cc1cccc(NC(=S)NC(=O)CCc2ccccc2)c1	1.3	-1.4	4.0	-8	2	0.8	12	0.5	-4	0.6	-0.5
COc1cccc(CNC(=O)CCCn2nc(C)c3c(C)n(-c4ccccc4)nc3c2=O)c1	-0.8	-1.0	1.3	-5	0	-1.9	-5	0.2	-9	-0.8	0.1
N=c1c2c(-c3ccccc3)c(-c3ccccc3)n(Cc3ccco3)c2ncn1CCN1CCOCC1	1.0	-2.0	0.7	-19	2	-9.7	-40	0.3	-13	0.7	-0.6
COc1ccccc1Nc1nc(-c2sc(NC(=O)C(C)(C)C)nc2C)cs1	-1.9	-1.5	-1.8	2	0	-0.2	-5	-0.8	4	-0.1	-0.4
CC1CCN(CCCNC(=O)c2n[nH]c(=O)c3ccccc23)CC1	1.5	-0.7	-0.3	2	-3	1.8	1	-0.6	6	1.2	1.9
CCNC(=O)Cc1ccc(Br)cc1	-0.5	-0.7	-2.8	0	1	-0.9	4	1.0	11	-0.1	-0.7
CCCOc1ccc(N2C(=O)CC(N(CCOC34CC5CC(CC(C5)C3)C4)C(C)=O)C2=O)cc1 (stereo not given)	-0.7	-1.8	-2.6	7	2	0.0	5	-0.1	-2	-1.1	0.8
CCC(C)Nc1cc(C)c(C#N)c2nc3ccccc3n12 (stereo not given)	-1.8	-1.6	-1.2	26	-1	3.0	18	26*	7	-1.2	-1.2
O=C(Nc1cccc(C(=O)N2CCOCC2)c1)c1ncn[nH]1	0.2	-0.9	1.4	2	-1	4.6	3	0.2	4	-2.1	-0.3
COc1ccc(CCC(=O)NNC(=O)c2cccs2)cc1	0.8	-1.3	0.1	7	-3	1.4	1	0.5	11	0.1	0.0
O=C(O)COc1ccc(-c2nnn(Cc3ccccc3F)n2)cc1	2.1	-1.2	-0.1	5	-3	-3.1	-2	0.9	-9	-0.5	-0.1
C/C=N\NC(=O)CNC(=O)CNC(=O)c1ccccc1	-0.1	-1.3	-2.8	2	2	-0.3	-2	0.0	5	-0.3	-0.2
CCn1nnnc1SCC(=O)N1CCOCC1	-0.7	-0.8	-1.6	9	0	-2.2	0	-0.6	6	0.3	-0.3
O=C(Nc1ccccc1)NC1(C(=O)NCc2ccco2)CCCCC1	-0.5	-0.9	0.3	-2	0	-0.6	2	0.1	3	-1.3	-0.4
O=C1NC(=S)S/C1=C1\Sc2ccccc2N1CCCS(=O)(=O)O	0.6	-1.5	-0.2	7	-1	-1.3	-1	0.1	11	0.5	-0.5
The list continues.
SMILES	DAX1 inh-1	ssDAF-12 act	hgDAF12 agonist	NPR2 activator	SMARCA2 act	GAA850 FXN act	NPR1 activator	proKLK7 act	HGIII-sPLA2 inh	hcDAF-12 act	DAX1 inh-2
O=C(CCc1ccccc1)Nc1nc2ccc(S(=O)(=O)N3CCOCC3)cc2s1	-0.7	-1.1	0.7	3	1	1.3	-3	0.6	-5	0.4	0.8
COc1ccc(NC(=O)c2ccco2)cc1NC(=O)c1ccccc1F	1.6	-1.2	-0.7	7	-1	-2.9	-1	0.2	0	-2.2	-0.3
CCOc1ccc2c(C)c(Cl)c(=O)oc2c1	0.8	-0.4	1.5	-4	1	0.6	1	4.7	-4	1.5	-0.6
COC(=O)[C@@]12CCCCN1[C@H](c1ccc(-c3ccc4c(c3)OCO4)cc1)[C@H]1C(=O)N(C)C(=O)[C@H]12	0.1	-1.0	-1.2	-1	0	0.3	4	0.7	-6	-1.5	-0.1
COc1ccc(/C=N/NC(=O)CCCC(=O)NC2CCCCC2)cc1	-0.1	-1.1	0.2	2	-2	1.1	-2	0.6	-2	-0.6	-0.5
COC(=O)C[C@@H]1CC[C@H]2[C@@H](COc3ccc(NC(=O)Nc4ccccc4C)cc3C(=O)N2C)O1	x	-1.2	-1.1	3	-1	x	3	0.3	4	0.0	0.3
O=C(c1cccc(N2C(=O)C3C4C=CC(C4)C3C2=O)c1)N1CCN(c2ccccc2Cl)CC1 (stereo not given)	0.1	-0.6	-2.4	-4	0	1.1	5	0.7	-3	-4.0	-0.3
COc1ccc(N2CSC3=C(C#N)C(c4cc(OC)c(OC)cc4OC)CC(=O)N3C2)c(OC)c1 (stereo not given)	0.7	-1.6	0.8	-2	8	-1.5	-2	-0.3	-5	0.4	-0.2
CCOC(=O)c1c(C)[nH]c(C(=O)OCC(=O)Nc2cccnc2Cl)c1C	-0.1	-1.2	-3.1	0	-3	2.4	3	0.1	10	-1.7	-2.1
COc1ccc(CCNC(=O)CCNS(=O)(=O)c2ccc3c(c2)CCN3C(C)=O)cc1OC	-0.2	-0.7	0.2	6	-3	1.1	-5	-0.1	1	-1.1	-1.0
CCCOc1ccc(N2C(=O)CC(SC(=NCC)NCC)C2=O)cc1 (stereo not given)	0.4	-1.4	0.1	2	1	2.6	0	0.2	-3	-2.7	-0.4
CC(C)(C)S(=O)(=O)c1cnc(N2CCOCC2)nc1N	-1.9	-0.8	1.8	1	-3	0.2	2	0.0	1	0.5	0.0
O=C(Nc1ccccc1C(F)(F)F)O[C@@H]1CC[C@@]23CCCN2C(=O)CCC[C@H]3C1	x	-2.3	-2.3	-1	x	x	-2	x	8	-1.1	x
COc1ccc(-n2nc3ccc(N)cc3n2)cc1Cl	-1.5	-1.3	4.7	-4	-3	-4.5	4	53*	12	0.7	0.1
CCOC(=O)CCNC(=O)N1CCCC(N2CCN(c3ccc(OC)cc3)CC2)C1 (stereo not given)	0.6	-1.3	-0.3	0	0	2.0	2	0.3	3	-1.6	-0.3
COc1ccc(N2CC(C(=O)Nc3nnc(SCC(=O)Nc4ccc(NC(C)=O)cc4)s3)CC2=O)cc1 (stereo not given)	0.7	-0.8	-1.4	-4	2	0.0	-2	0.6	-3	0.0	0.7
Cc1ccc(-c2c(C(=O)N/N=C/c3cccnc3)nnn2-c2nonc2N)cc1	0.3	-1.0	1.1	1	-2	-2.2	-2	0.6	-11	-1.4	-0.4
O=C(NCc1ccccn1)c1ccc(Cn2cc(C(F)(F)F)ccc2=O)cc1	0.1	-0.8	-1.7	2	2	1.7	7	0.1	0	-1.8	0.1
CCCn1c(SCC(=O)OCC)nc(C(F)(F)F)cc1=O	-1.7	0.1	1.7	0	-1	2.4	0	-0.1	2	1.3	0.1
O=C(CN(c1ccccc1Cl)S(=O)(=O)c1ccccc1)NCc1ccccc1	-0.6	-1.4	0.5	-3	2	0.9	-5	0.3	0	-0.8	-0.2
CN(CC#CC(O)(c1ccccc1)c1ccccc1)C(C)(C)C	x	-0.5	-0.1	-5	-2	-0.6	-5	-0.1	-4	-2.0	0.3
CCN(CC)CCNC(=O)Cn1cnc2sc(C)c(S(=O)(=O)N3CCC(C)CC3)c2c1=O	1.2	-1.1	2.4	2	-3	0.8	5	0.1	3	-1.4	-0.3
CCn1nc(C)cc1C(=O)N(C)C1CCCN(Cc2ccccc2F)C1 (stereo not given)	-0.2	-0.9	-1.0	-1	-3	1.1	2	-0.3	2	-0.3	-0.5
CC(C)(OC(=O)NC(=O)C(F)(F)F)C(C)(C)OC(=O)NC(=O)C(F)(F)F	-1.9	-0.8	-3.7	2	-3	1.6	0	0.0	0	-1.5	0.0
CC(=O)Nc1cccc(S(=O)(=O)N2CCCCCC2)c1	0.3	-1.1	-1.2	-3	-2	1.2	-2	0.4	-2	-0.5	0.0
CCOc1ccc(CN2CCCC(CO)(Cc3ccc(F)cc3)C2)cc1 (stereo not given)	0.1	-0.5	3.0	-5	0	-2.1	-4	-0.1	-5	-0.7	0.5
CC(=O)Oc1ccc(-c2cc3c(OC(C)=O)cc(OC(C)=O)cc3oc2=O)cc1	1.6	-0.9	0.4	0	3	-2.3	9	80*	-10	2.5	1.1
Cc1nn(-c2ccccc2)c(C)c1/C=N/NC(=O)CSc1nnc(SCc2ccc(Cl)cc2)s1	0.1	-1.2	6.3	0	-4	0.8	-7	0.0	-16	1.1	-0.1
O=C(c1ccco1)[C@@H]1[C@@H]2C(=O)N(c3ccc(F)cc3)C(=O)[C@@H]2C2c3ccccc3C=CN21 (stereo not given in full)	x	-0.3	3.2	-4	1	x	0	-1.0	-8	4.5	0.3
